# KLK7 zymogen act = proKLK7 (human) activation, primary screen; purified proKLK7, EDANS-DABCYL substrate fluorescence; 100% is mature enzyme control, 0% vehicle; activation, % at 7 µM; 370,000 tested, 0.9% active; AID 652039;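 active = activation above the mean of all tested compounds plus 3 SD, computed per campaign excluding outliers beyond control limits, cut at about 13% in these data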
# Target sequence (P49862 whole entry, looked up): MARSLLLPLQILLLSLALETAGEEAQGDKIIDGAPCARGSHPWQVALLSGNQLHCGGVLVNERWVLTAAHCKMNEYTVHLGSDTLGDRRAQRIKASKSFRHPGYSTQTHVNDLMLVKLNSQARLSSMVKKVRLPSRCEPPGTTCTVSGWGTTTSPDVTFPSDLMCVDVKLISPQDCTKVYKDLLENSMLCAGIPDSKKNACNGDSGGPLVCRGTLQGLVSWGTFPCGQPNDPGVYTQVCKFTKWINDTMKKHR
# GC-A act = GC-A (human) enzyme activation; P16066; HEK293 GC-A cells, cGMP TR-FRET, EC30 ANP; 0% at EC30 ANP, 100% saturating ANP; activation, % at 10 µM; 370,000 tested, 0.14% active; AID 1671463; in the data active = activation above about 40%
# FXN GAA850 act = increases GAA850 frataxin promoter reporter activity. 360,000 tested, 0.56% active. activation, % at 6 µM. AID 540364. HEK293 lucGAA850 FXN promoter luciferase reporter, 24 h; percent of 10 µM SAHA response;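 active = activation above the average of all compounds screened plus 3 SD, cutoff fixed separately per campaign, cut at about 7.5% in these data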;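 also: 0% = DMSO wells and 100% = 10 µM SAHA wells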
# ssDAF-12 act = activates DAF-12 receptor from parasite S. stercoralis. HEK293 ssDAF-12/GRIP1 lit1-tk-luc reporter, luminescence; % of 3 µM dafachronic acid response. activation, % at 6.8 µM. 370,000 tested, 1% active. AID 652126;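 active = activation above the mean over all tested compounds plus 3 SD, cut at about 0.9% in these data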;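 also: 0% = DMSO-only wells and 100% = 3 µM delta7-dafachronic acid wells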
# hcDAF-12 act = activators of H. contortus DAF-12 nuclear receptor; 370,000 tested, 1.4% active; AID 652067; HEK293 hcDAF-12 lit1-tk-luc reporter, luminescence; 0% DMSO, 100% Δ7-dafachronic acid; activation, % at 6.8 µM;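 active = activation above the mean of all tested compounds plus 3 SD, cut at about 5.5% in these data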;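 also: 100% = response to 3 µM Δ7-dafachronic acid high control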
# SMARCA2 act = activators of SMARCA2 function. MG213 cells, MMTV-luciferase reporter, dexamethasone, overnight. activation, % at 9.1 µM. AID 652017. 370,000 tested, 1% active; in the data active = activation above about 7.8%;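 also: 0% = vehicle wells and 100% = reference activator wells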
# NPR2 activator = GC-B (human) receptor activation. P20594. activation, % at 10 µM. HEK293-GC-B cells, CNP EC30, cGMP TR-FRET; 0% at EC30 CNP, 100% saturating CNP. 370,000 tested, 0.11% active;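 active = activation at 10 µM reaching about 35% in either raw or pattern-adjusted values, limit read from the data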
# hgDAF-12 ag = activates the H. glycines DAF-12 receptor ligand-binding domain; HEK293 GAL4-hgDAF12 UAS-luciferase reporter, agonist luminescence; normalized to butyrate control; activation, % at 6.8 µM; 370,000 tested, 1.8% active;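 active = activation above a cutoff set at the mean of all screened compounds plus 3 SD, cut at about 10% in these data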;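 also: 0% = DMSO wells and 100% = sodium butyrate wells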
# DAX1 inh-1 = blocks DAX1 repression of SF-1 activated StAR promoter | HEK293T StAR-luciferase reporter, SF-1/DAX-1 repression relief | inhibition, % at 6.8 µM | 370,000 tested, 1.1% active | AID 652010;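 active = inhibition above the mean over all tested compounds plus 3 SD, cut at about 3.6% in these data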;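 also: 0% = DAX-1 cells with DMSO and 100% = cells lacking DAX-1 with DMSO; higher inhibition means more luminescence from relief of DAX-1 repression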
# DAX1 inh-2 = inhibits human nuclear receptor DAX1. P51843. HEK293 Gal4-DAX1 luciferase reporter, luminescence. inhibition, % at 6.75 µM. 340,000 tested, 0.99% active. AID 504766;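 active = inhibition above the mean over all tested compounds plus 3 SD, cut at about 4.2% in these data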;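 also: 0% = DAX1-transfected cells with DMSO and 100% = empty-vector control cells with DMSO; inhibition shows as a rise in luminescence from relieved DAX1 repression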
# Target sequence (P51843 207-470 limits assumed): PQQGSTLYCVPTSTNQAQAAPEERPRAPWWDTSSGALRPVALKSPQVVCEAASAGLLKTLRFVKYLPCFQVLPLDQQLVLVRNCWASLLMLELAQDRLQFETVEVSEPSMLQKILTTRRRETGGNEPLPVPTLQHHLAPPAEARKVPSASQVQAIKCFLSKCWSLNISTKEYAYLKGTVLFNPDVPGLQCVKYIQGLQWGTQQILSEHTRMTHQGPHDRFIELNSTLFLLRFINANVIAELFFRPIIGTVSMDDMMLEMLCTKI
# sPLA2-III inh = Blocks human group III sPLA2 activity. inhibition, % at 12.2 µM. Q9NZ20. QFRET BODIPY PC-A2 liposome hydrolysis, fluorescence. 370,000 tested, 0.56% active;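 active = inhibition above mean plus 3 SD of compounds lying within the high and low control bounds, cut at about 19% in these data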;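 also: 0% = median of test compound wells and 100% = no enzyme DMSO wells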
# Target sequence (Q9NZ20 whole entry, looked up): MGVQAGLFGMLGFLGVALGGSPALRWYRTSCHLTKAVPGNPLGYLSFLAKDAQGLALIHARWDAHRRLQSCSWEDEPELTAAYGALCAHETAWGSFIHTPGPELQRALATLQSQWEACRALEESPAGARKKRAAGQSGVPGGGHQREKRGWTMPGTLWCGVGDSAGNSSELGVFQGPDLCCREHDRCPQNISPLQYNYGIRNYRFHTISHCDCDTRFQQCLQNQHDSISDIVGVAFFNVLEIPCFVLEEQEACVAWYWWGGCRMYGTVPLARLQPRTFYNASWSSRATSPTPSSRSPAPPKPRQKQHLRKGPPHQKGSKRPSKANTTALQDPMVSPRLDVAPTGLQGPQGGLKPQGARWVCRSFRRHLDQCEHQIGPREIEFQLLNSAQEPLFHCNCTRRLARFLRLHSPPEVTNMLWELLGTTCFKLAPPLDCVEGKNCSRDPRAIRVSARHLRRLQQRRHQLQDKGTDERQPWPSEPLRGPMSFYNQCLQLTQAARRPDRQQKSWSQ
# The depositor's hits bear a star; / = no result given.
SMILES,KLK7 zymogen act,GC-A act,FXN GAA850 act,ssDAF-12 act,hcDAF-12 act,SMARCA2 act,NPR2 activator,hgDAF-12 ag,DAX1 inh-1,DAX1 inh-2,sPLA2-III inh
CCOc1ccc2nc(SCC(=O)NCc3ccc(S(N)(=O)=O)cc3)sc2c1,0.1,-5.4,2.6,-0.5,-0.7,2.0,-9.7,-0.7,-0.5,-0.3,-5.3
COc1ccc(CNCCNC(=O)c2cccs2)cc1OC,0.3,-2.4,0.2,-0.7,0.9,-2.1,1.6,-0.8,-0.3,0.6,1.9
COCCn1nnnc1CN1C2CCCC1CC(NC(C)=O)C2 (stereo unspecified),-0.7,2.4,2.3,-0.6,-0.3,2.3,-5.6,1.8,-0.2,1.1,0.1
Cc1cc(C(=O)COC(=O)C2=NNC(=O)CC2)c(C)n1CCc1ccccc1,0.4,-4.3,-0.3,-0.5,0.9,0.2,-2.8,2.3,0.1,1.3,-2.5
CN1CCN(C(=O)N2c3ccccc3C=Cc3ccccc32)CC1,-0.4,-38.8,0.0,-0.9,-0.7,-3.9,-31.0,-0.2,-0.7,-0.9,-7.9
COc1ccc(NC(=O)Nc2ccc3c(c2)C(=O)N([C@H](C)CO)C[C@@H](C)[C@@H](CN(C)Cc2ccc4c(c2)OCO4)OCCCC[C@H](C)O3)cc1,0.3,-1.0,/,-1.1,-1.5,-4.0,-4.1,1.0,0.5,/,-28.7
O=c1oc2ccccc2n1CSC1=NCCS1,0.1,-3.2,-1.5,-1.2,0.4,2.9,-0.6,0.5,0.0,1.4,4.7
C=CCNc1nc(Cl)nc(Nc2ccccc2)n1,-0.1,0.8,3.8,-0.8,2.4,2.2,-1.0,3.5,0.3,2.3,7.8
CCCOC(=O)C1=C(C)NC(=O)NC1c1ccc(Br)s1 (stereo unspecified),0.7,-20.0,1.6,-1.5,-1.7,-2.9,-11.1,1.6,0.2,-0.4,-2.5
COc1ccc(N2CCN(C(c3ccccc3)c3sc4nc(C)nn4c3O)CC2)cc1 (stereo unspecified),0.5,8.0,-1.1,-1.4,-1.2,0.7,3.6,-0.8,-0.7,-0.6,-12.5
CN(CCC(=O)c1ccccc1)CCC(=O)c1ccccc1,-0.1,63.0*,1.1,-1.0,-0.6,-0.2,2.8,-0.1,-0.1,-0.2,-2.9
O=C(CSc1nnc(-c2ccccc2)n1Cc1ccco1)Nc1ccc2c(c1)OCCO2,-0.4,1.4,-3.0,-0.8,-1.5,4.0,5.4,-0.8,-0.8,0.8,-7.0
Cc1ccc(CN2CCNC(=O)C2CC(=O)NCCCn2nnc3ccccc32)cc1 (stereo unspecified),1.0,2.0,2.4,-1.6,-1.9,0.9,2.1,-1.9,-0.4,-0.1,-4.3
COC(=O)[C@H]1C[C@@H]1[C@H](NC(=O)c1ccccc1)c1ccccc1,-0.7,-0.3,-2.2,-1.1,0.3,0.8,-6.0,0.0,0.5,1.2,1.9
CCn1c(N)c(C(=O)N2CCOCC2)sc1=S,1.1,1.6,-2.4,-1.5,-0.7,1.4,-2.3,0.4,0.8,2.1,-1.1
Cc1cnc(C(=O)N2CCCC(C(=O)c3cccc(OC(C)C)c3)C2)cn1 (stereo unspecified),-0.2,1.1,0.7,-1.8,-1.1,-1.3,-1.0,-1.3,0.1,-0.1,0.3
COc1ccccc1C(NC(=O)C1CCN(CCOc2ccccc2)CC1)c1ccccn1 (stereo unspecified),0.2,-2.5,0.8,-1.3,-1.9,-3.0,-4.9,1.2,0.6,/,-5.7
Cc1cc(=O)oc2cc(OCCSCCN3CCOCC3)ccc12,0.2,-1.9,3.0,-1.3,-2.0,1.0,-2.5,-0.8,-1.2,-0.3,-2.1
CCn1cc(C(=O)O)c(=O)c2cnc(N3CCN(C(=S)Nc4ccc(F)cc4)CC3)nc21,-0.1,0.1,/,-1.6,4.1,1.4,-6.7,-1.0,0.1,/,-1.1
Nc1ccc(S(=O)(=O)Nc2ncccn2)cc1,0.2,1.0,-1.2,-1.3,-0.8,-1.2,1.1,1.2,0.2,0.3,1.9
CC(C)NC(=O)c1cc(C2CCCCN2S(=O)(=O)c2ccc(F)cc2F)on1 (stereo unspecified),0.7,3.7,-0.5,-1.6,-0.1,-2.6,4.5,0.1,0.6,/,0.2
Nc1ccccc1Sc1nc2ccccc2[nH]1,0.1,1.2,1.8,-0.2,8.9*,9.2*,2.1,0.8,2.8,-0.1,5.0
NC(=O)c1ccc(NC(=O)CCC(=O)N2CCN(S(=O)(=O)c3ccc(Cl)cc3)CC2)cc1,0.4,1.2,0.1,-0.7,0.3,-1.4,0.9,0.8,0.1,-0.1,-2.3
CC[C@@]1(C(=O)OC)N[C@H](CN(C)C(=O)COC)[C@@H]2C(=O)N(C)C(=O)[C@@H]21,-0.3,3.0,0.9,-0.3,-1.6,-0.9,-2.8,-0.6,1.0,-1.2,4.5
Cc1ccc2c(NCc3ccco3)nc(NC(C)C)nc2c1,-8.2,-8.7,/,-0.9,-0.5,7.5,-10.2,-2.5,-2.9,/,-26.6

# Remaining list, next part:
SMILES,KLK7 zymogen act,GC-A act,FXN GAA850 act,ssDAF-12 act,hcDAF-12 act,SMARCA2 act,NPR2 activator,hgDAF-12 ag,DAX1 inh-1,DAX1 inh-2,sPLA2-III inh
C/C(Cc1ccccc1)=N\NC(=O)CNC(=O)c1cccc(F)c1,0.3,1.6,1.2,-1.4,-1.2,-1.2,2.4,-0.4,-1.1,1.8,4.3
CCOP(=O)(OCC)c1nc(-c2ccc(Cl)cc2Cl)oc1N1CCCCC1,-0.1,-17.9,1.4,-1.8,-1.1,4.2,-6.5,2.3,0.0,-1.3,1.2
Cc1ccc(C(=O)Nc2nc3ccc(S(C)(=O)=O)cc3s2)o1,-1.1,2.4,4.9,-0.9,1.7,1.2,-3.3,11.7*,0.3,1.2,-3.5
CCCCN1C(=O)C(C)=C(C)C1OCCc1ccc(OC)c(OC)c1 (stereo unspecified),0.1,1.2,-1.3,-1.4,-2.3,-2.1,0.1,-0.4,-0.3,-0.2,-1.5
O=Cc1ccccc1-n1cccn1,0.0,-1.2,0.2,-1.4,-2.5,-2.7,3.0,0.9,-0.2,0.4,-1.0
Cc1csc(=O)n1CCC(=O)OCC(=O)Nc1ccc(F)c(F)c1F,0.2,0.6,0.6,-1.0,-0.7,2.5,-13.0,3.3,1.0,-1.0,0.9
O=C(CCC(=O)c1cccs1)Nc1ccccc1F,0.1,-1.1,-0.9,-0.7,-0.8,-0.2,3.5,2.0,1.1,0.6,7.6
CN(Cc1ccccc1)C(=O)CN1C(=O)NC2(CCCC2)C1=O,0.2,1.7,1.2,-0.9,1.3,-0.6,2.9,2.5,-0.6,-0.3,5.5
CN(C[C@H](Cc1ccccc1)N(C[C@H](Cc1ccccc1)N(CCC(C)(C)C)N=O)N=O)N=O,0.6,-3.8,2.4,-0.5,-1.4,0.7,-2.4,-0.3,0.0,0.1,-4.2
Cc1occc1C(=O)NNC(=O)Nc1ccc(F)cc1F,0.8,2.5,-0.6,-1.1,0.4,1.1,0.4,1.1,-0.3,-1.3,-1.7
COC(=O)[C@]12C[C@H](CC(=O)NCCC(C)C)C(=O)N(Cc3ccco3)C1=C[C@H](C1CCCC1)O[C@@H]2C,0.2,-15.6,/,-0.8,-2.2,-0.6,-12.1,0.1,-0.3,/,-12.4
COc1ccc(N(CC(=O)NCc2ccc(F)cc2)S(=O)(=O)c2c(C)noc2C)cc1,0.1,-0.8,-2.5,-1.5,0.0,-2.9,1.9,-0.5,-0.5,-0.5,-2.4
Nc1ccncc1N,0.0,3.5,-0.6,-1.2,1.0,1.4,1.8,-2.0,-0.2,1.8,4.0
Nc1ccc2[nH]c(=S)sc2c1,1.7,-12.6,-0.7,0.4,7.8*,-1.4,-0.4,6.1,1.0,-1.6,1.9
O=S(=O)(NNc1ncc(C(F)(F)F)cc1Cl)c1ccc(F)cc1F,0.1,-5.0,0.2,0.3,3.2,-3.6,1.9,1.5,2.6,0.7,27.2*
CC(=O)Nc1nc(-c2ccc3c(c2)CC(C)N3C(=O)C2CC2)c(C)s1 (stereo unspecified),1.1,2.4,-9.9,-1.4,-2.5,-1.3,0.5,0.0,-0.7,-2.5,-1.9
CC[C@]12c3[nH]c4cc(-c5ccco5)ccc4c3CCN1C(=O)[C@@H](CC(=O)NCCCOC)C[C@@H]2C(=O)N1CCN(C(=O)C2CC2)CC1,88.8*,1.0,1.5,-0.6,-0.2,-3.8,5.2,3.5,-1.5,-1.2,-13.3
CCC(=O)N1CCc2cc(S(=O)(=O)NCCN3CCCCC3CC)ccc21 (stereo unspecified),0.4,1.9,-0.9,-1.4,0.5,4.9,1.1,0.7,-0.5,-1.3,4.3
C=CCOc1cccc(C2/C(=C(/O)c3ccc(C)cc3)C(=O)C(=O)N2CCN2CCOCC2)c1 (stereo unspecified),0.3,-2.6,-1.8,-1.3,0.1,-1.4,5.7,1.0,0.0,0.5,4.4
Cc1ccc(C(=O)NCC(=O)Nc2ccc3c(c2)CCC3)cc1,-0.2,-2.2,4.0,-0.8,2.7,2.4,-1.4,3.9,1.5,3.8,1.0
C=CCn1c(CCNC(=O)c2ccccc2F)nnc1SCC(=O)Nc1nc(C)cs1,-0.2,-0.3,1.3,-0.1,2.3,-0.1,6.3,2.1,-0.6,0.8,2.6
COCCOC(=O)c1c(C)n(C)c2ccc(OC(=O)c3c(OC)cccc3OC)cc12,0.3,8.2,-4.9,-2.0,-5.0,0.0,7.7,-9.6,-1.3,0.5,-21.8
Cc1ccc(-c2ccnc(=S)[nH]2)cc1,0.8,-2.6,4.6,-0.8,1.7,11.1*,-1.0,2.3,0.4,0.2,8.0
O=S(=O)(O)c1nc2ccccc2n1Cc1ccccc1,-0.9,3.5,3.5,0.3,-1.2,-2.4,-0.2,-0.1,-0.3,-1.1,19.8*
CN(Cc1ccccc1)c1ccc(S(=O)(=O)N2CCC(C(=O)O)CC2)cc1[N+](=O)[O-],1.1,-2.4,0.8,-0.9,-0.9,3.7,-0.3,-2.3,-0.2,-0.6,-5.2

# Other entries:
SMILES,KLK7 zymogen act,GC-A act,FXN GAA850 act,ssDAF-12 act,hcDAF-12 act,SMARCA2 act,NPR2 activator,hgDAF-12 ag,DAX1 inh-1,DAX1 inh-2,sPLA2-III inh
CCCCC(=O)Nc1ccc(C(=O)NNC(=O)c2ccc(C)c(Br)c2)cc1,-0.6,-6.8,0.3,-1.3,-1.2,-3.5,3.9,0.2,0.0,-0.7,5.6
CN(C)S(=O)(=O)c1cccc(C(=O)NCC2(N3CCOCC3)CCCCC2)c1,0.3,1.9,0.9,-1.8,-0.6,4.8,-2.8,5.5,0.2,-0.6,-2.6
Cc1cccc(OC(C)C(=O)N/N=C\c2ccncc2)c1 (stereo unspecified),0.2,-3.5,1.2,-1.7,0.9,-3.7,6.8,0.1,1.1,-0.7,8.9
O=C(CN1C(=O)NC2(CCCCCCC2)C1=O)Nc1ccc(Br)cc1,0.2,1.7,0.9,-1.1,-1.1,3.1,6.5,-2.9,-0.9,-0.5,-4.4
Cc1ccc(-n2nc3c(=O)n(CC(=O)NCCc4cccs4)nc(C)c3c2C)cc1,-0.1,-0.2,-1.0,-1.3,-1.9,-0.2,-0.2,-0.8,-0.2,0.4,-5.7
CC(C)(C)CC(=O)Nc1cccc(-c2cn3cccnc3n2)c1,24.6*,5.0,6.8,-0.8,4.7,3.6,6.7,10.5*,2.4,4.0,6.5

# Compounds were not picked by outcome; any-hit rate near 6.7%.
